CHRM1 antagonist = blocks human M1 muscarinic receptor | 360,000 tested, 1.3% active | inhibition, % at 3 µM | CHO-K1 hM1, Fluo-8 calcium fluorescence, ACh EC80 antagonist;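 active = percent inhibition above its own plate's cutoff, namely the mean of that plate's compound wells plus 3 SD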;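 note: peak over basal fluorescence ratio during 140 s after agonist addition; 0% = ACh EC80 plus DMSO and 100% = DMSO alone without agonist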
Target sequence (P11229 whole entry, looked up): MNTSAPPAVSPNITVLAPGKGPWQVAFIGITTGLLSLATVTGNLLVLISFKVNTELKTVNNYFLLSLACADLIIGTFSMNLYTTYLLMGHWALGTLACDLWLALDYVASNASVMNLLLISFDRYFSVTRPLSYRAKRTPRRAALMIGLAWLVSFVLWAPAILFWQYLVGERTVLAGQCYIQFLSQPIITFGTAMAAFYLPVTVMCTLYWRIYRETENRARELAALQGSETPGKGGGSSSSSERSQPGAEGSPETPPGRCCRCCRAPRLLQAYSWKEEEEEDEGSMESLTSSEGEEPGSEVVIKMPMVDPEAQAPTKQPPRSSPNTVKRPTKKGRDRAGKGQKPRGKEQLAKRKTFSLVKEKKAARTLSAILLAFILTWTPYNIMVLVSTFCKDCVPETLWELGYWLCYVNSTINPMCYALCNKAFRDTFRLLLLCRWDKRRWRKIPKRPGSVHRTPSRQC
CHO-K1 Ca antag = nonselective inhibitor or artifact in parental CHO-K1 cells | ATP-induced calcium, Fluo-8 fluorescence | inhibition, % at 3 µM | 360,000 tested, 0.6% active | AID 602250;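 active = inhibition above a per-plate cutoff, the plate's mean sample inhibition plus 3 SD, cut at about 24% in these data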;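 note: 0% = DMSO plus EC80 ATP and 100% = DMSO alone without ATP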
CHO parental Ca = counter-screen: ATP calcium response change in parental CHO cells. 330,000 tested, 0.63% active. AID 463079. parental CHO-K1, ATP-induced calcium, Fluo-8 fluorescence. inhibition, % at 5.6 µM;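 active = inhibition above that plate's mean sample inhibition plus 3 SD, cut at about 26% in these data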;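 note: 0% = ATP-challenged DMSO wells and 100% = DMSO wells without ATP; some compounds past the cut are filed as inactive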
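Assay system – parental CHO cells · Reagent – ATP stimulus · Detection – intracellular calcium via Fluo-8 no-wash fluorescent dye · Evaluation – percent inhibition of ATP-evoked calcium rise, normalized to controls · Controls – ATP wells versus no-ATP DMSO wells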
TAAR1 antag = human TAAR1 antagonism. Q96RJ0. CHO RD-HGA16 TAAR1, Fluo-8 calcium fluorescence, antagonist. inhibition, % at 3 µM. 360,000 tested, 1.5% active. AID 624466;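 active = inhibition above a per-plate cutoff, the mean inhibition of test compounds on that plate plus 3 SD, cut at about 49% in these data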;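 note: 0% = DMSO plus EC80 beta-PEA response and 100% = DMSO alone without agonist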
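test system = CHO RD-HGA16 cells bearing hTAAR1 | replication = singlicate | controls = DMSO-only wells and EC80 β-PEA-stimulated wells | reagent = EC80 β-phenethylamine stimulus | read-out basis = percent inhibition of PEA-evoked calcium signal, max/basal emission ratio | schedule = seeding 17-24 h prior, 75-min 37 °C, 30-min RT dye loading | signal = kinetic Fluo-8 calcium fluorescence measurement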
CHO-K1 Ca PAM = counter-screen for M1 PAMs: effect in parental CHO-K1 cells; activation, % at 3 µM; 360,000 tested, 0.02% active; ATP EC20, Fluo-8 calcium fluorescence; 0% at ATP EC20, 100% at ATP max; AID 602247;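 active = activation above the run cutoff, the mean activation of all test compounds plus 3 SD, cut at about 40% in these data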;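 note: peak over basal fluorescence ratio in a 140 s read after ATP addition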
M1 ag = activates human CHRM1 receptor; P11229; CHO-K1 hM1, Fluo-8 calcium fluorescence, agonist mode; 0% DMSO, 100% acetylcholine EC100; activation, % at 3 µM; 360,000 tested, 0.33% active; AID 588814;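 active = activation above the run's mean compound activation plus 3 SD, cut at about 16% in these data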;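 note: peak over basal fluorescence ratio within a 140 s kinetic read after compound addition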
TAAR1 ag = agonists of human TAAR1; CHO RD-HGA16 TAAR1, Fluo-8 calcium fluorescence; vehicle wells 0%, saturating PEA agonist 100%; activation, % at 3 µM; 360,000 tested, 0.99% active;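 active = activation above the mean activation of all test compounds in the run plus 3 SD, cut at about 38% in these data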
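Assay system: CHO-derived RD-HGA16 cells with stable Gα16 and human TAAR1; timing: 17-24 h seeding, 75 min 37 °C dye, 30 min RT; read-out: % activation from peak over basal fluorescence ratio, DMSO-to-PEA scaled; measured by: kinetic Fluo-8 calcium fluorescence; benchmarks: low control DMSO, high control PEA (EC100); doses: 3 µM single concentration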
CHO-K1 Ca ag = M1 agonist counterscreen hit in parental CHO-K1 cells. activation, % at 3 µM. 360,000 tested, 0.48% active. Fluo-8 calcium fluorescence; scaled to maximal ATP response, vehicle zero. AID 602248; in the data active = activation above about 15%;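 note: untransfected CHO-K1 host cells lacking M1 receptor as counterscreen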
OXTR potentiator = potentiators of human oxytocin receptor; activation, % at 3 µM; CHO-OTR cells, Fluo-8 calcium fluorescence, potentiator mode; 0% = oxytocin EC15, 100% = EC100; 320,000 tested, 0.061% active; P30559; AID 2445;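 active = activation above that plate's cutoff, the mean activation of tested compounds plus 3 SD, cut at about 6.6% in these data, passing the limit was not always enough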;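 note: 100% uses oxytocin at 75 nM as the full agonist control; some results filed as inactive read as strong as hits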
Target sequence (P30559 whole entry, looked up): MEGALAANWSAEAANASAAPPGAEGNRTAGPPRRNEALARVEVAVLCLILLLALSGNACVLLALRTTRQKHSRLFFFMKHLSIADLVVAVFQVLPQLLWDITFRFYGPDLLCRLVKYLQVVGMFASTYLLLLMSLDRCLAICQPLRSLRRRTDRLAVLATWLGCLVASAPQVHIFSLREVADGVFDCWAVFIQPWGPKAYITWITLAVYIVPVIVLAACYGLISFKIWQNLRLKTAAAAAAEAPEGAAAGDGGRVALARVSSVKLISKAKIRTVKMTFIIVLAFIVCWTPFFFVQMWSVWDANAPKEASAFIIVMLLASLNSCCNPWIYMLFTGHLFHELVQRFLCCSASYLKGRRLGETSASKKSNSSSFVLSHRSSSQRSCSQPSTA
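Assay system: CHO cell line stably expressing human OTR. Reagent: EC15 oxytocin agonist. Dosing: single dose, 3.0 µM nominal final compound concentration. Timing: compound 6 min at room temperature before oxytocin, 100 s read. Signal: kinetic Fluo-8 calcium fluorescence. Controls: oxytocin EC15 low and EC100 high.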
* hit, by the source's call; / = not tested or not shown. Rows are unselected; any-hit rate near 4.2%.

molecule | CHRM1 antagonist | TAAR1 ag | CHO-K1 Ca PAM | M1 ag | OXTR potentiator | TAAR1 antag | CHO-K1 Ca ag | CHO-K1 Ca antag | CHO parental Ca
CC(C)C(=O)Nc1c(-c2ccccc2)c(=O)c2ccccc2n1C | 5.2 | 0.6 | -10.2 | -1.2 | 1.3 | -17.1 | 0.3 | -1.9 | -7.2
COC(=O)c1ccc(C(=O)OC)c(NC(=O)CSc2nnc(-c3ccccc3Cl)o2)c1 | -12.6 | 0.8 | -2.5 | -0.5 | -7.0 | -0.5 | 0.0 | 12.8 | -10.9
CC1CCN(S(=O)(=O)c2nnc(NC(=O)COc3ccccc3)s2)CC1 | -0.1 | 4.7 | 9.5 | -1.4 | -2.9 | -14.5 | 0.5 | -6.3 | -4.1
O=C(Nc1cccc(Cl)c1)c1csc([C@@H]2C[C@H](O)[C@@H](CO)O2)n1 | -22.1 | 1.6 | 10.6 | -1.8 | / | 2.7 | 1.0 | -14.4 | /
CC(=O)N1CCc2c(sc(NC(=O)c3ccc(S(=O)(=O)N(C)CC4CCCO4)cc3)c2C(N)=O)C1 (configuration not stated) | -10.3 | 0.7 | -0.1 | -4.4 | / | -14.3 | 0.0 | -5.7 | /
O=C(Nc1cccc(C(F)(F)F)c1)c1csc([C@@H]2C[C@H](O)[C@@H](CO)O2)n1 | -4.0 | 1.9 | 5.3 | 0.0 | / | -20.6 | 0.5 | -15.0 | /
CCOC(=O)C1(Cc2ccc(Cl)cc2)CCN(Cc2ccon2)CC1 | -5.0 | 15.6 | 22.5 | -5.4 | -11.6 | 5.1 | 4.4 | -8.2 | -15.7
COc1ccc(CCNC(=O)CC(c2ccccc2)c2cccc(C)c2O)cc1OC (configuration not stated) | 12.0 | 13.5 | 7.5 | -4.4 | -10.1 | 40.4 | 9.4 | 1.9 | -11.9
COc1cc(C2NC(=O)NC(C)=C2C(=O)OCC2CCCCC2)cc(Cl)c1O (configuration not stated) | -12.3 | 5.0 | -14.0 | 1.5 | -12.6 | 5.9 | 0.2 | 14.3 | -18.9
Cc1cc(NC(=O)CSc2nnc3c(C)cc4c(C)ccc(C)c4n23)no1 | -18.5 | 3.3 | -0.1 | -8.1 | -7.2 | 4.5 | -0.4 | 0.0 | -12.4
Cc1cc(NC(=O)C(C)(C)C)no1 | -7.8 | 1.4 | 4.5 | -3.4 | -3.8 | 2.6 | -0.2 | 3.0 | -1.8
Cc1ccc(NC(=O)C2(C)CCN2Cc2csc3ccccc23)cc1 (configuration not stated) | 45.3* | -0.3 | 14.8 | -9.2 | / | 39.2 | -0.3 | -4.2 | /

Further structures follow:
molecule | CHRM1 antagonist | TAAR1 ag | CHO-K1 Ca PAM | M1 ag | OXTR potentiator | TAAR1 antag | CHO-K1 Ca ag | CHO-K1 Ca antag | CHO parental Ca
COc1ccccc1N(CC(O)Cn1ccnc1C)S(=O)(=O)c1ccccc1 (configuration not stated) | 7.3 | 0.0 | 7.5 | -10.8 | -11.5 | -10.8 | 0.3 | 6.4 | -20.5
CCOc1ccc(C(=O)Nc2c3c(nn2-c2ccc(F)cc2)CS(=O)C3)cc1 (configuration not stated) | -20.0 | 2.0 | 10.9 | -0.7 | -9.2 | 13.7 | 0.2 | -1.8 | -3.5
CN(CC(=O)Nc1cccc(C#N)c1)Cc1ccc(Cl)cc1 | -6.8 | 0.7 | -13.1 | -1.3 | -6.8 | 3.0 | 0.6 | 0.0 | -12.0
COC(=O)c1[nH]c(C)c(/C(O)=C2\C(=O)C(=O)N(CCN3CCOCC3)C2c2ccco2)c1C (configuration not stated) | -7.5 | -0.8 | 19.1 | -3.1 | -7.5 | 3.2 | 0.7 | -10.2 | -18.2
Cc1ccc2c(Cl)c(C(=O)NC3CC3)sc2c1 | -10.2 | -1.0 | -17.4 | -3.4 | / | -24.8 | -0.6 | 5.4 | /
COCCNC(=O)CSc1nnc(-c2ccccc2F)n1Cc1ccccc1 | -7.0 | 1.8 | 13.4 | -6.6 | -4.0 | 16.2 | 0.6 | 1.5 | -7.4
Cc1cc(C(=O)NNS(=O)(=O)c2ccc(C(C)(C)C)cc2)nn1C(C)(C)C | -0.9 | -1.8 | -15.8 | -2.4 | -11.2 | -37.5 | 1.3 | -5.4 | -0.9
O=C(Cc1c(F)cccc1Cl)NNC(=O)Nc1ccc2c(c1)OCO2 | -7.0 | 2.5 | -17.9 | 0.1 | -7.4 | -16.6 | 0.7 | -2.9 | -9.5
Cc1ccc(NC(=O)C2=C(c3ccccc3)S(=O)(=O)CCS2(=O)=O)cc1 | -5.1 | 6.3 | 25.1 | -0.8 | -2.4 | 17.8 | 0.9 | 2.9 | 21.5
CCOc1ccccc1-n1c(C)nc2cc(C(=O)O)ccc21 | 21.8 | 1.5 | -7.9 | 0.0 | -5.6 | -5.8 | 0.2 | 12.7 | -0.4
NC(=O)c1cnccc1C=Cc1ccccc1 | -2.6 | -0.2 | 5.7 | -3.2 | / | 0.8 | 0.1 | -14.0 | /
Cc1cccc(C)c1-n1c(C)nn(Cc2ccc([N+](=O)[O-])cc2)c1=O | 27.0 | 4.0 | 5.3 | -5.8 | -12.7 | -27.6 | 5.2 | -4.5 | -7.7

New compounds follow
molecule | CHRM1 antagonist | TAAR1 ag | CHO-K1 Ca PAM | M1 ag | OXTR potentiator | TAAR1 antag | CHO-K1 Ca ag | CHO-K1 Ca antag | CHO parental Ca
CC(=O)c1ccc(NS(=O)(=O)c2ccc(N)cc2)cc1 | 9.6 | 11.2 | -6.3 | -3.2 | -11.0 | 5.2 | -0.1 | 5.1 | -7.9
C=CCSc1nc2c(c(C3CC=CCC3)c1C#N)CCC2 (configuration not stated) | -24.2 | 19.1 | 24.2 | -4.1 | -6.5 | 15.3 | 0.2 | -19.9 | -27.2
Cc1ccsc1C(=O)N[C@@H](C)c1nnc2ccccn12 | -10.4 | 2.5 | 6.9 | -1.0 | -5.5 | -13.6 | 0.5 | -11.0 | -11.9
C/C=C(\C)CN1CCC(n2nccc2NC(=O)CCCc2ccccc2)CC1 | 0.1 | 0.4 | 11.1 | -1.5 | / | -5.2 | 1.6 | -8.6 | /
CCn1c(=O)cc(SCC(=O)NCCC2=CCCCC2)c2ccccc21 | 13.0 | 3.2 | -10.8 | -3.4 | 1.4 | -16.3 | 2.8 | 13.0 | -20.1
CSC1=N/C(=C\c2ccc(C)cc2)C(=O)S1 | -0.1 | 1.4 | 4.2 | -4.4 | -12.0 | 1.1 | 0.0 | -17.4 | 9.7
COc1ccc(C(NC(=O)/C=C\c2ccco2)c2ccc(OC)c(OC)c2)cc1 (configuration not stated) | 0.3 | 3.4 | -0.6 | -1.4 | -12.4 | 4.3 | 0.2 | 1.1 | -10.4
CC(=O)N1N=C(c2ccc(C)cc2)CC1c1ccco1 (configuration not stated) | -12.4 | -0.4 | 21.4 | -10.0 | 4.7 | -6.3 | -0.1 | -0.6 | -16.0
Cc1cccc(C(=O)NCC(=O)NCCCSc2ccccc2)c1 | 4.0 | 6.6 | 1.7 | -3.4 | -4.8 | -20.8 | 1.1 | 5.4 | -25.9
CC(=O)c1ccc(OCc2cc(C(=O)NC(C)Cc3ccccn3)no2)cc1 (configuration not stated) | 3.6 | 7.1 | -13.3 | -1.1 | -3.9 | 11.3 | 1.7 | -8.2 | -14.5
O=C(Nc1ccc(Br)cc1)C1CCN(C(=O)c2ccco2)CC1 | 3.4 | 1.4 | 12.8 | -5.7 | -6.4 | -19.6 | 5.9 | 9.6 | -8.3
NC(=O)c1ccccc1NC(=O)c1ccc2ccccc2c1 | 7.2 | -0.3 | 11.7 | 2.1 | -10.2 | 13.7 | 0.8 | -7.6 | -10.9

(next part)
molecule | CHRM1 antagonist | TAAR1 ag | CHO-K1 Ca PAM | M1 ag | OXTR potentiator | TAAR1 antag | CHO-K1 Ca ag | CHO-K1 Ca antag | CHO parental Ca
Cc1cc(Br)c(NC(=O)COC(=O)c2ccc[n+]([O-])c2)c(Br)c1 | -3.8 | 3.5 | -11.9 | -3.8 | -2.2 | -3.2 | -0.3 | 6.5 | -4.7
Nc1c(C(=O)N/N=C/c2ccc(OCc3ccccc3)cc2)cnn1-c1ccccc1 | 8.7 | 0.9 | -7.8 | 0.4 | -4.7 | -12.6 | 3.0 | 7.8 | -4.2
O=[N+]([O-])c1ccc2nc(C(O)C(O)c3nc4ccc([N+](=O)[O-])cc4[nH]3)[nH]c2c1 (configuration not stated) | -18.9 | -0.3 | 15.2 | 5.5 | -8.4 | -18.8 | 0.5 | -1.7 | 11.6
Cn1c(=O)c2cn3c(c2n(C)c1=O)C(c1ccccc1)CC(c1ccccc1)=N3 (configuration not stated) | -31.0 | 1.8 | -6.7 | -3.1 | -9.0 | -5.0 | 0.2 | 9.7 | -12.2
CN1CCCC2(CCCN(Cc3nc(Cc4cccc(C(F)(F)F)c4)no3)C2)C1 (configuration not stated) | -2.1 | 8.3 | -4.6 | -7.0 | -2.1 | -2.7 | 0.5 | -2.9 | -13.9
Cc1ccccc1S(=O)(=O)NC(=O)C1(C)CCN1C(=O)Cc1cccs1 (configuration not stated) | -17.6 | 2.8 | -10.7 | -1.4 | / | -18.5 | -0.1 | 3.3 | /
O=C(CCCNC(=O)c1ccc(Cl)cc1)NCc1ccccc1F | -3.1 | -0.7 | -0.7 | -3.9 | 3.8 | -7.2 | 0.6 | -15.1 | -9.6
Cc1ccc(NC(N)=S)cc1C | -2.1 | 1.0 | 12.0 | -4.4 | -6.6 | 5.0 | 0.0 | 8.4 | -13.2
O=C(CCn1cccc1)NCCc1ccc(Cl)cc1 | 13.1 | 0.6 | 1.7 | -3.3 | -14.4 | -12.9 | 0.2 | -0.4 | -23.8
COc1cccc(NC(=O)C2C3C=CC4(O3)C2C(=O)N(CCCN2CCC(C)CC2)C4C(=O)NC2CCCCC2)c1 (configuration not stated) | -9.2 | 1.1 | 29.4 | -6.7 | -4.6 | -5.2 | 1.4 | -12.2 | 3.5
CCn1c2c(c(=N)c3c1CCC3)CCC2 | -1.6 | 5.5 | -0.8 | -9.7 | -13.3 | -3.5 | 0.5 | -10.1 | -0.2
COc1ccc(-n2nc3c(N4CCC(C(=O)N5CCC(C)CC5)CC4)nnc(C)c3c2C)cc1 | 36.9 | -2.7 | -16.4 | -5.5 | -6.0 | -22.0 | 2.6 | 11.3 | -10.3
Cc1ccc(C)c(NC(=S)NCC(c2ccccc2)N(C)C)c1 (configuration not stated) | 9.1 | 9.4 | 20.1 | -6.9 | -0.9 | -9.7 | 2.8 | -17.8 | -25.0
O=C(CN1CCN(S(=O)(=O)c2ccccc2)CC1)Nc1ccc2c(c1)CCC2 | 8.4 | 0.4 | -9.4 | -5.0 | -6.4 | -4.8 | 2.5 | 16.2 | 9.7
